# BLM helicase inh: Bloom syndrome helicase (human) inhibition; recombinant BLM DNA unwinding, fluorescence dequenching; 350,000 compounds, 0.2% hits; P54132; Potency, µM (titrated, usually from 56.1 µM), inactives show at the top dose activity change, negative = inhibition, most hits filed as inhibitors;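 note: potency is the fitted concentration of half-maximal effect; plate controls were vehicle for no effect and no enzyme for full effect; nearly all actives have a fitted effect of over 35% in size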
# GRP78 ERSR act: inducers of ER stress response in human glioma cells; 420,000 compounds, 0.02% hits; U87-MG GRP78 promoter luciferase reporter, 16 h; Potency, µM, for the others: top-dose activation, actives largely listed as activators; AID 602332; note: potency is the fitted concentration of half-maximal effect; series mostly up to about 76 µM; % of control where 0% means no effect; nearly all actives have a fitted effect of over 35% in size
#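 ERSR induction read as luciferase luminescence (Bright-Glo, 10 min at room temperature) in stably transfected human U87-MG glioma cells exposed to compounds for 16 h, using GRP78 as sensor.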
# Pol eta inh: DNA polymerase eta (human) inhibition; AID 588591; recombinant Pol eta, fluorescent DNA replication assay; 390,000 compounds, 1.2% hits; Q9Y253; Potency, µM (top dose mostly 114 µM), for the others: top-dose activity change, negative = inhibition, usual class: inhibitors; note: potency is the fitted concentration of half-maximal effect; % is set by controls: 0 for no effect and ±100 for the full control effect
#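 Fluorescent replication assay: 50 nM final substrate added after a 15 min room-temperature compound preincubation with 10 nM enzyme. Signal taken at 0 min and again at 10 min.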
# LDHA inh: blocks human lactate dehydrogenase A. P00338. purified LDHA, NADH/diaphorase-resazurin fluorescence; hits give low values. activity change, % (values are at about 110 or 230 µM). 480,000 compounds, 0.15% hits. AID 1347041; in the data active = activity change below about -30%; inconclusive = mostly about -25% to -30%;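 note: plate controls were DMSO wells for no effect and wells without enzyme for full effect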
#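 LDH5 2 nM; NADH 0.06 mM, pyruvate 0.2 mM; 200 mM Tris pH 7.4, EDTA, Tween-20; 5 min RT. Detection: diaphorase 0.133 mg/mL + resazurin 37 µM, fluorescence ex540/em590 at 0 and 20 min; normalized to enzyme-free and DMSO wells.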
# POLI inh: blocks human DNA polymerase iota activity. Q9UNA4. Pol iota fluorescent replication assay, 10 min. Potency, µM (titrated, usually from 115 µM), for the others: top-dose activity, negative = inhibition, hits mostly inhibitors. 390,000 compounds, 1% hits. AID 588590; note: potency is the fitted concentration of half-maximal effect
#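 Pol iota at 10 nM preincubated 15 min with compounds at room temperature; reaction started with fluorescent substrate, 50 nM final. Fluorescence read kinetically at 0 and 10 min; buffer-only wells as negative control.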
# Pol kappa inh: DNA polymerase kappa (human) inhibition. Q9UBT6. purified Pol kappa, fluorescent DNA synthesis assay, 10 min. Potency, µM (highest dose often 107 µM), inactives show at the top dose activity, negative = inhibition, most hits filed as inhibitors. 400,000 compounds, 0.53% hits. AID 588579; note: potency is the fitted concentration of half-maximal effect; % is set by controls: 0 for no effect and ±100 for the full control effect
# Target sequence (Q9UBT6 whole entry, looked up): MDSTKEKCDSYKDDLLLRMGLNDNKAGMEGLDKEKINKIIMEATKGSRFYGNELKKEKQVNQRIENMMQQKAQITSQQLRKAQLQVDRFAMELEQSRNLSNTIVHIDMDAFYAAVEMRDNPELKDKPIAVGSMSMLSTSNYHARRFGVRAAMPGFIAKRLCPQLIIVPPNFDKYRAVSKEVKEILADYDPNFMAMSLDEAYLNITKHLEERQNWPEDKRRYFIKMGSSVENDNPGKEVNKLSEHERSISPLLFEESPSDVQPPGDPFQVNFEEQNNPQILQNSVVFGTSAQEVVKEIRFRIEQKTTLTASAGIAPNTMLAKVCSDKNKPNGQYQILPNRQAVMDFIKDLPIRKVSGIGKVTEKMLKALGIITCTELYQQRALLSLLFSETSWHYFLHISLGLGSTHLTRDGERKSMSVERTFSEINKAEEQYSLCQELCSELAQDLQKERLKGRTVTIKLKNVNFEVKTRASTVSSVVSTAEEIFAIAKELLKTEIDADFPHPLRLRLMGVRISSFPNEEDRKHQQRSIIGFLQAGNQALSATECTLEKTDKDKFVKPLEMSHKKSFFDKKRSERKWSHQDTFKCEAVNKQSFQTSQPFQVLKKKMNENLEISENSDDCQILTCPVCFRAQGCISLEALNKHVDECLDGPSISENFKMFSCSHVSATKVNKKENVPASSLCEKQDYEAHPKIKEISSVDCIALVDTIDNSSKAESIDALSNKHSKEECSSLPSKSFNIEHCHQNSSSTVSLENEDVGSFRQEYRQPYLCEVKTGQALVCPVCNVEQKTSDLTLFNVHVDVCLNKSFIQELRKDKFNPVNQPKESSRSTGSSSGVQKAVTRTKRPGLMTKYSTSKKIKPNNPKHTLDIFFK
#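 Kinetic fluorescence screen: compound preincubated 15 min RT with 10 nM enzyme; 50 nM substrate (final) initiates; reads at 0/10 min.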
# APEX1 inh: blocks human APE1 abasic DNA cleavage | P27695 | recombinant APE1, TAMRA/BHQ-2 abasic DNA cleavage fluorescence | Potency, µM (highest dose often 65.8 µM), for inactives: at the highest dose activity change, negative = inhibition, most hits filed as inhibitors | 350,000 compounds, 0.35% hits | AID 2517;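 note: potency is the fitted concentration of half-maximal effect; plate controls were vehicle for no effect and reference inhibitor for full effect; nearly all actives have a fitted effect of over 55% in size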
#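 Measures dequenching upon AP-site incision of a 5'-TAMRA/3'-BHQ-2 THF-containing duplex, 50 nM; human APE1 0.75 nM after 15 min room-temperature exposure to compound; kinetic three-point read at one-minute spacing.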
# Apoferritin bind: binds horse apoferritin like a general anesthetic. P02791. apoferritin/1-aminoanthracene competitive binding, fluorescence. Potency, µM (doses to about 77.5 µM), for inactives: at the highest dose activity change, negative = displacement, most hits filed as inhibitors. 350,000 compounds, 0.074% hits. AID 485281; note: potency is the fitted concentration of half-maximal effect; % is set by controls: 0 for no effect and ±100 for the full control effect; nearly all actives have a fitted effect of over 20% in size
# Target sequence (P02791 2-175 limits assumed): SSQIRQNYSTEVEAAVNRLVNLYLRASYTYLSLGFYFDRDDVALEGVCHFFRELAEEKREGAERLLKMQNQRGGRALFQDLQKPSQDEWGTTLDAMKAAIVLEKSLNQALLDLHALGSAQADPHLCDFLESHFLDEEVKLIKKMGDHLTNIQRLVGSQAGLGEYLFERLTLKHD
#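 Horse-spleen apoferritin (10 uM) was mixed with 50% saturated 1-aminoanthracene in PBS, exposed to compounds for 10 min at room temperature, and read for fluorescence (ex 380 nm, em 535 nm). Competitive displacement was fitted with a four-parameter Hill equation.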
# Pol beta inh: DNA polymerase beta (human) inhibition. 340,000 compounds, 1.3% hits. Potency, µM (highest dose often 114 µM), without a hit: at the top dose activity change, negative = inhibition, usual class: inhibitors. P06746. Pol beta primer extension/strand displacement, fluorescence kinetic; note: potency is the fitted concentration of half-maximal effect; % is set by controls: 0 for no effect and ±100 for the full control effect
#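 Preincubation: enzyme (10 nM) with compound, 15 min, RT. Reaction: substrate added to 50 nM final. Reads: 0 and 10 min. Analysis: normalized, Hill fit.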
# * marks the source's active call; other numbers are inactive results; ? = inconclusive; . = no result given; [ ] = remark or other dose. Unless noted, calls come from the whole dose curve; as a rule, active = well fitted curve in the direction sought with a large enough effect; inconclusive = small, poorly fitted or top-dose-only effect, or another doubt; inactive = no such curve, though single readings can be large; an effect the other way counts as inactive or inconclusive. The list is partial; count on the stated rates, not on these rows.
SMILES,BLM helicase inh,GRP78 ERSR act,Pol eta inh,LDHA inh,POLI inh,Pol kappa inh,APEX1 inh,Apoferritin bind,Pol beta inh
O=C(Nc1cccc(Cl)c1Cl)c1cc(S(=O)(=O)N2CCC3(CC2)OCCO3)ccc1F,-8%,-3%,13%,0,-24%,-9%[60.1 µM],.,-3%,29%
Cc1ccn2c(=O)c(NC(=O)COc3ccccc3)c(C)nc2c1,.,-3%,-8%,-9,20%,-4%,2%,.,.
Cc1ccc(NC(=O)/C=C\C(=O)NCC(=O)O)cc1C,4%,-1%,-12%,-2,18%,-24%,-1%,0%,-3%
Cc1ccc(CCNC(=O)CN(C)S(=O)(=O)c2ccc3c(c2)c(=O)n(C)c(=O)n3C)cc1,0%,-5%,-1%,-1,10%,9%,2%,-3%,-28%
CCc1cccc(C)c1NC(=O)CN(C)Cc1cccc(F)c1,-3%,-3%,-17%,6,69%[activator],-7%,-2%,-7%,-3%
CCN1C(=O)CC(C(=O)O)SC1=Nc1ccc(OC)cc1 (stereo unspecified),1%,-1%,-3%,-16,3%,-10%,3%,-8%,1%
CCNc1nc(NCC)nc(N(C#N)C(C)C)n1,-3%,-6%,-4%,-8,40%[activator],-3%,-5%,3%,0%
CCOC(=O)/C(=N\Nc1cc(Cl)ccc1Cl)N1CCOCC1,-5%,-2%,-15%,-3,-5%,8%,-12%,-6%,-3%
COCCn1c(=NC(=O)CSCC(=O)NC2CCCCC2)sc2cc(OC)ccc21,0%,-2%,-14%,-11,11%,-14%,1%,-8%,7%
Cc1ccc(C(=O)Nc2ccc(F)cc2)cc1NC1=NC2CS(=O)(=O)CC2S1 (stereo unspecified),-1%,-3%,-17%,-11,8%,0%,1%,-8%,0%
CNc1ccccc1C(C)(C)c1cc(-c2ccco2)n[nH]1,-9%,-3%,-11%,10,-2%,-10%,-10%,?,?
O=C(CN1C(=O)CSc2ncccc21)N1CCOCC1,0%,-3%,-8%,2,3%,-11%,1%,-4%,2%
COc1cc(CNn2c(C)n[nH]c2=S)cc(Cl)c1OCC(=O)NC(C)(C)C,1%,-1%,14%,-6,-13%,-4%,-1%,-19%,6%
CCOC(=O)c1c(C)n(C(=O)c2ccco2)c(=O)n1C(=O)c1ccco1,-6%,0%,-7%,-3,35%[activator],-21%,10%,-7%,16%
COc1cc(/C=N/n2c(SC)nnc(C(C)(C)C)c2=O)ccc1O,-3%,-4%,-6%,-4,4%,1%,2%,-21%,24%
Cc1nn(CC(=O)N(C)C2CCS(=O)(=O)C2)c(C)c1[N+](=O)[O-] (stereo unspecified),.,-5%,-2%,-4,14%,-13%,23%,.,.
CCCNS(=O)(=O)c1ccc(OCC(=O)OC)cc1,0%,-4%,-5%,-2,-1%[58.9 µM],-8%,-2%,-10%,1%
O=C(NC(Nc1cc(C(F)(F)F)ccc1Cl)C(=O)c1ccccc1)c1ccccc1 (stereo unspecified),-13%,2%,-12%,-4,2%,-3%,-3%,-19%,20%
CCC(=O)NC(Nc1cccc(C)n1)(C(F)(F)F)C(F)(F)F,0%,-4%,-9%,-3,7%,-2%,-1%,1%,3%
CC(=O)c1cccc(NC(=O)c2ccc3c(c2)c(C)c(C)n3Cc2ccc(Cl)cc2)c1,-7%,-2%,-12%,5,-9%,0%,.,-6%,-9%
COc1ccc(C(=S)N2CCOCC2)cc1OC(=O)c1cccc([N+](=O)[O-])c1,-7%,-3%,-9%,0,38%[activator],4%,7%,-7%,1%
CN(Cc1ccccc1)C(=O)C1CCN(S(=O)(=O)c2cccc3nsnc23)CC1,-3%,-4%,-10%,2,-11%,2%,76%[activator],-4%,7%
CC(NC(=O)C1CCCCC1)C(=O)NC1=NCCS1 (stereo unspecified),0%,-3%,-5%,0,2%,0%,-2%,-11%,-1%
N#C/C(=C(/O)COc1cccc2ccccc12)c1nc2ccccc2[nH]1,-7%,-7%,-6%,-3,30%[activator],-22%,0%,-2%,-22%
Cc1ccc(CNC(=O)CCc2c(C)nc3ncnn3c2C)cc1,0%,-4%,-10%,2,-7%,4%,-2%,-8%,45%
SMILES,BLM helicase inh,GRP78 ERSR act,Pol eta inh,LDHA inh,POLI inh,Pol kappa inh,APEX1 inh,Apoferritin bind,Pol beta inh
CCOC(=O)c1cnc(-n2nc(C)cc2C)nc1NC(C)c1ccccc1 (stereo unspecified),-1%,-5%,-9%,1,22%,-5%,1%,-1%,-20%
CCN(CC)S(=O)(=O)c1cccc(C(=O)N/N=C/c2ccc(N3CCOCC3)cc2)c1,-3%,0%,-3%,-1,39%[activator],-5%,?,-17%,24%
COc1ccccc1N1CCN(Cc2cc(=O)c(OCC(=O)NC3CCCC3)co2)CC1,.,1%,11%,-16,14%,4%,-3%,.,.
Cc1cccc(OCC(=O)Nc2cc(S(=O)(=O)N3CCOCC3)ccc2N2CCCC2)c1C,.,-4%,-8%,0,-9%,-17%,33%,.,.
CC(C)(C)OC(=O)C(C(=O)OC(C)(C)C)c1ccc(Cl)nn1,-2%,0%,-18%,-1,16%,1%,-1%,-13%,2%
Cc1nc(C(=O)N/N=C/c2[nH]ncc2Br)cs1,1%,0%,2%,-1,57%[activator],7%,12%,3%,10%
O=C(CCS(=O)(=O)c1ccccc1)Nc1ccc2c(c1)OCO2,-6%,9%,-8%,-5,?,?,?,-4%,11µM*
CC(C)C(C(=O)NC(C)(C)C)N1C(=O)c2ccccc2C1=O (stereo unspecified),-2%,-3%,-8%,-4,12%,5%,16%,-7%,3%
COc1ccccc1C(=O)OCc1c(F)cccc1Cl,-5%,-3%,-11%,-2,-16%,-5%,-2%,?,26%
CCCN1CC(CSC)C[C@H]2c3cccc4[nH]cc(c34)C[C@H]21 (stereo partly specified),-6%,-5%,.,.,.,-2%[60.1 µM],-1%,5%,.
O=C(CCNc1n[nH]c(=O)[nH]c1=O)N1CCCCC1,-1%,-2%,-4%,-17,-4%,-4%,-2%,-11%,2%
Cc1ccc(Cn2nc(C)c(NC(=O)c3noc4c3CCCCC4)c2C)cc1,-7%,-1%,-8%,2,34%[activator],-13%,1%,?,-19%
O=C(O)C1C2CCC(O2)C1C(=O)Nc1ccc(OC(F)F)cc1 (stereo unspecified),-9%,-1%,-16%,-6,46%[activator],1%,13%,-7%,13%
C=C(c1ccccc1)c1ccc(N(C)C)cc1,-4%,0%,-11%,-2,?,-2%,18%,-11%,2%
O=C(Nc1ccc2c(c1)CCC2)C1CCCN(c2ncccn2)C1 (stereo unspecified),1%,8%,-12%,-11,19%,-12%,11%,-9%,52%
CCCc1nc2oc3c(=O)[nH]cnc3c2c2c1CCCC2,-13%,-4%,-6%,-2,8%,-15%,4%,-9%,47%
Cc1cc(-n2cnnn2)cc(C)c1S(=O)(=O)N(C)c1ccccc1,-1%,-4%,-14%,-1,-20%,-8%,33%,-14%,0%
Cc1ccc(CC2C(=O)N(CC(=O)O)C(=O)C2C)cc1 (stereo unspecified),3%,-3%,6%,0,18%,-12%,2%,1%,0%
COC(=O)Cn1cnc2scc(-c3ccc(C)cc3)c2c1=O,-4%,-4%,-1%,-3,83%[activator],-3%,29%,-22%,10%
CC(NC(=O)c1cc(-c2cccs2)on1)c1ccccc1 (stereo unspecified),-4%,2%,-10%,-7,-11%,-9%,-5%,-12%,26%
OC[C@@H]1CC[C@@H](Cc2ccc(-c3ccccc3)cc2)O1,.,0%,0%,0,-9%,-7%,-13%,.,.
CC[C@@]12C(=O)N(c3cccc(Br)c3)C(=O)N1[C@H](c1ccc(Br)cc1)[C@@H]1C(=O)N(C(C)(C)C)C(=O)[C@@H]12,.,-4%,-13%,-2,-5%,-1%,-13%,.,.
O=C(CNC(=O)c1ccc(F)cc1)OCc1cc(=O)n2nc(C3CCCCC3)sc2n1,0%,1%,-11%,-1,11%,1%,.,?,11%
CCc1ccccc1NC(=S)Nc1cc(OC)c(NC(=O)C(C)C)cc1OC,-6%,-3%,13%,8,125%[activator],-3%,19%,-20%,15%
CCN(CC)Cc1cc(C(C)(C)C)cc(N2CCOCC2)c1O,.,-3%,-12%,12,33%[activator],-5%,.,.,.

# 4 entries out of the list above, ordered by their value in Pol kappa inh, largest number first:
SMILES,Pol kappa inh
COc1ccccc1N1CCN(Cc2cc(=O)c(OCC(=O)NC3CCCC3)co2)CC1,4%
O=C(CNC(=O)c1ccc(F)cc1)OCc1cc(=O)n2nc(C3CCCCC3)sc2n1,1%
C=C(c1ccccc1)c1ccc(N(C)C)cc1,-2%
CCN(CC)S(=O)(=O)c1cccc(C(=O)N/N=C/c2ccc(N3CCOCC3)cc2)c1,-5%

# (list continues)
SMILES,BLM helicase inh,GRP78 ERSR act,Pol eta inh,LDHA inh,POLI inh,Pol kappa inh,APEX1 inh,Apoferritin bind,Pol beta inh
CC(OC(=O)c1ccccc1O)C(=O)Nc1ccc(Cl)cn1 (stereo unspecified),-8%,-10%,-12%,-13,-28%,-2%,-3%,-11%,-8%
CCOc1ccc(NC(=O)c2sc3nc(N4CCOCC4)c4c(c3c2N)CC(C)(C)OC4)cc1,-2%,-2%,1%,-2,8%,-10%,7%,-13%,38%[activator]
CCOC(=O)C1CCN(C(=O)COc2cc(C)c(Br)cc2C)CC1,-6%,-6%,?,0,5%,-8%,-6%,-15%,20%
CC(=O)c1ccc(S(=O)(=O)N2CCN(C(=O)CSc3ccc(C)c(C)c3)CC2)cc1,0%,-4%,?,0,54%[activator],-19%,-6%,?,3%
COc1cc2c(cc1OC)C(C(=O)N1CCCCC1)C(c1ccccc1F)N(C)C2=O (stereo unspecified),0%,3%,-1%,-3,2%,-2%,-7%,-8%,36%
CC1CCCC(NC(=O)c2ccc3snnc3c2)C1C (stereo unspecified),-1%,6%,-6%,-7,4%,-10%,33%,5%,10%
c1cncc(CNc2ccnc(-c3ccc4c(c3)OCO4)n2)c1,4%,-1%,.,.,.,2%[60.1 µM],-7%,.,.

# Bioassay records (PubChem BioAssay)
